# Screening data: PubChem, National Center for Advancing Translational Sciences (NCATS)
# TDP1 cell noCPT: qHTS for Inhibitors of human tyrosyl-DNA phosphodiesterase 1 (TDP1): qHTS in cells in absence of CPT; 420,000 compounds, 15% hits; Potency, µM (titrated, usually from 46.2 µM), without a hit: at the top dose activity change, negative = growth inhibition, actives largely listed as inhibitors; DT40 Tdp1-/- hTDP1 cells, no CPT, ATP luminescence, 48 h; also: nearly all actives have a fitted effect of over 55% in size
#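 Chicken DT40 Tdp1-/- cells complemented with human TDP1, screened without camptothecin (DMSO vehicle only), 400 cells/well. Compounds pin-transferred, cells incubated at 37 °C for at least 48 hr. Growth read as ATP-dependent luminescence (CellTiter-Glo, 30 min at RT).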
# N370S GC mod: qHTS Assay for Inhibitors and Activators of N370S glucocerebrosidase as a Potential Chaperone Treatment of Gaucher Disease. Lysosomal acid glucosylceramidase (Homo sapiens), P04062. N370S GC spleen homogenate, 4MU-glucoside fluorescence. Potency, µM (doses to about 59.4 µM), for inactives: at the highest dose activity change, negative = inhibition, actives largely listed as inhibitors. 330,000 compounds, 0.092% hits;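 also: 0% = full enzyme activity and -100% = no enzyme basal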
# TDP1 block: qHTS Assay for Inhibitors of Tyrosyl-DNA Phosphodiesterase (TDP1) | recombinant TDP1, AlphaScreen DNA substrate cleavage | 350,000 compounds, 0.28% hits | Potency, µM (top dose mostly 130 µM), for inactives: at the highest dose activity change, negative = inhibition, hits mostly inhibitors; also: nearly all actives have a fitted effect of over 40% in size
# Target sequence (Q9NUW8 whole entry, looked up): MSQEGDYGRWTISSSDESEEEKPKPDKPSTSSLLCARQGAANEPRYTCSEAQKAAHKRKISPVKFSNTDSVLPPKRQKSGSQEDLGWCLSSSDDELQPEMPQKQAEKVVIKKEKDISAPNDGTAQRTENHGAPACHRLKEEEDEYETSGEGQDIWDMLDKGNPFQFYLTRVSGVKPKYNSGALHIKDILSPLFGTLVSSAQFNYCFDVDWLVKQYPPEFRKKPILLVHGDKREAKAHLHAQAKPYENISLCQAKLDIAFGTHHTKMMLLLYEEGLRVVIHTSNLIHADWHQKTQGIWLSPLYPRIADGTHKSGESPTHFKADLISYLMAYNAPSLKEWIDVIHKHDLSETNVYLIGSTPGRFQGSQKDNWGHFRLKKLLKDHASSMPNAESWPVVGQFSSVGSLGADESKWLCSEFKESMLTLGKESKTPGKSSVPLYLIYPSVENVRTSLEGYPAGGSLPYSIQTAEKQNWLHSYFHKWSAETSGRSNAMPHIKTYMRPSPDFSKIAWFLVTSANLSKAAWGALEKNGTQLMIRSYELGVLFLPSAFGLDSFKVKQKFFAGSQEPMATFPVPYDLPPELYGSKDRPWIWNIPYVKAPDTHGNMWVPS
#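 Recombinant human Tdp1 (E. coli-expressed, 1 nM final) preincubated with compounds 15 min at room temperature, then 5'-biotin/3'-phosphotyrosine-FITC DNA substrate (15 nM final) added for 5 min. AlphaScreen beads (10 ug/ml final) added 10 min; cleavage lowers signal.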
# An asterisk follows results filed as active; u = inconclusive; x = no result given; & = joins results of further samples; [ ] = dose if it differs, or a comment. Calls follow the shape of the dose curve; as a rule, active = well fitted curve in the direction sought with a large enough effect; inconclusive = small, poorly fitted or top-dose-only effect, or another doubt; inactive = no such curve, though single readings can be large; an effect the other way counts as inactive or inconclusive. Unless noted, % is scaled to controls: 0 for no effect and ±100 for the full control effect; potency is read from the fitted curve at half-maximal effect. Only part of the results is shown, so the mix of outcomes need not match the whole.
Molecule	TDP1 cell noCPT	N370S GC mod	TDP1 block
CCc1nnc(NC(=O)CSc2nc(C)c3c(c2C#N)CCCC3)s1	18µM*	16%	3%
CCC(C)NC(=O)c1ccc(NC(=O)C2=C(C)OCCS2)cc1 (stereo not given)	-4%	-6%	x
O=C(NCCN1CCOCC1)c1ccc2c(c1)N(Cc1ccccc1F)C(=O)c1ccccc1S2(=O)=O	10%	-15%	3%
O=C(Nc1ccon1)c1ccc2c(c1)OCO2	-18%	0%	-3%
COC(=O)c1ccccc1NC(=O)c1ccco1	-13%	-4%	10%
Cn1cnc2c(NCc3ccco3)ncnc21	-13%&1%	-9%	1%&6%
COc1ccc(CCNC(=O)c2cc3c(=O)n(C)c4ccccc4c3n2C)cc1OC	16µM*	-2%	2%
CCCc1nnc(SCC(=O)Nc2cccc(C(F)(F)F)c2)o1	5%	8%	12%
CCCn1c(CCC(=O)Nc2ccccc2OC)nc2cccnc21	u	x	6%
COc1ccc(NC(=O)CN(C)C(=O)C(C)N2C(=O)c3ccccc3C2=O)cc1 (stereo not given)	10%	-2%	5%[0.505 µM]
COC(=O)c1cccc(C23CC4(C2)[C@H](CN(CC2CCCCC2)[C@@H]4c2ccccc2)C3c2ccc(C(F)(F)F)cc2)c1 (stereo not given in full)	x	-20%	12%
COc1cc2c(cc1OC)C(C)N(CCN1C(=O)c3ccccc3C1=O)CC2 (stereo not given)	-5%	-8%	x
Cc1ccccc1S(=O)(=O)c1c(C)cc(C)n(C)c1=O	-11%	1%	3%
COc1ccccc1N1CCN(/N=C\c2ccccc2)CC1	-1%	11%	x
COc1ccc(CCn2c(=O)c3cccnc3n(Cc3cccc([N+](=O)[O-])c3)c2=O)cc1OC	-24%	11%	-2%
CN(Cc1ccccc1)C(=O)C1CCN(S(=O)(=O)Cc2ccccc2)CC1	-20%	x	3%
CCOC(=O)c1ccc(NC(=O)c2noc3c2CCCC3)cc1	u	x	0%
CCN1CCN(C(=O)N(c2ccccc2)c2ccccc2)CC1	u	-1%	x
CN(C)c1ccc(/C=N/c2cc(-c3ccccc3)nn2-c2ccccc2)cc1	u	4%	6%
CC1CCCN(S(=O)(=O)c2cc(C(=O)NCc3ccco3)ccc2Cl)C1 (stereo not given)	u	x	3%
COc1ccccc1C1C(C(=O)c2cc3ccccc3o2)=C(O)C(=O)N1c1cc(C)on1 (stereo not given)	u	0%	8%
COc1cccc(CNc2nc3nc(C)cc(C)n3n2)c1	-20%	-2%	4%
C/C(=N\NC(=O)c1cc(C)nc2ccccc12)c1ccco1	1%	-1%	5%
O=C(CCC1CC(=O)Nc2ccccc21)NCc1ccccc1 (stereo not given)	3%	0%	4%
O=C(c1cc(COc2cccc(C(F)(F)F)c2)on1)N1CCSCC1	u	-11%	-5%
COC(=O)[C@H](CC(C)C)NC(=O)Cn1cnc(C(=O)Nc2ccc(C)c(C)c2)n1	-4%	x	1%[56.1 µM]
Cc1ccc(Cl)c(OC(=O)c2ccc(N3CCOCC3)c([N+](=O)[O-])c2)c1	-21%	u	7%
Cc1sc2ncn(CC(=O)N3CCN(c4ccccc4F)CC3)c(=O)c2c1S(=O)(=O)N1CCC(C)CC1	u	x	9%
CC1CCCCN1C(=O)CSc1nc(C2CC2)nc2ccccc12 (stereo not given)	u	-1%	x
COCCN(C(=O)COC(=O)Cc1coc2cc3c(cc12)CCC3)c1c(N)n(Cc2ccccc2)c(=O)[nH]c1=O	u	8%	13µM*

# Reformatted with values under each structure: entries from further up
# Results follow in this order: TDP1 cell noCPT, N370S GC mod, TDP1 block
- COc1ccccc1C1C(C(=O)c2cc3ccccc3o2)=C(O)C(=O)N1c1cc(C)on1 (stereo not given)
  u, 0%, 8%
- COc1cccc(CNc2nc3nc(C)cc(C)n3n2)c1
  -20%, -2%, 4%
- C/C(=N\NC(=O)c1cc(C)nc2ccccc12)c1ccco1
  1%, -1%, 5%
- O=C(CCC1CC(=O)Nc2ccccc21)NCc1ccccc1 (stereo not given)
  3%, 0%, 4%
- O=C(c1cc(COc2cccc(C(F)(F)F)c2)on1)N1CCSCC1
  u, -11%, -5%

# The list continues:
Molecule	TDP1 cell noCPT	N370S GC mod	TDP1 block
CCCCC(CC)CNC(=O)c1ncn[nH]1 (stereo not given)	-10%	-2%	2%
CC(C)(C)C(=O)Nc1cccc(OC(F)(F)C(F)Cl)c1 (stereo not given)	3%	8%	5%
CCCCn1c(N)c(N(CC(C)C)C(=O)CN(C)S(=O)(=O)c2ccc(F)cc2)c(=O)[nH]c1=O	12%	-9%	-4%
Cc1nc2c(C(=O)NCc3ccc4c(c3)OCO4)c[nH]n2c(=O)c1Cl	-8%	-3%	3%
CC1CCN(C(=O)CCCNC(=O)Cn2cnc3sc4c(c3c2=O)CCCC4)CC1	-17%	x	1%
O=C(COc1ccccc1)NCC(=O)Nc1ccc(S(=O)(=O)NCc2ccco2)cc1	-21%	-2%	8%
CC(C)CSc1nnc2c3ccccc3n(C)c2n1	u	u	x
COc1ccc(C2CC(O)(c3ccccc3)Oc3cc(OC)cc(OC)c32)cc1 (stereo not given)	u	2%&8%	12%&-5%
Nc1nc(Cl)nc2c1ncn2C1CC(O)C(CO)O1 (stereo not given)	u	-19%	x
CCn1c(=NC(=O)CN2C(=O)CCC2=O)sc2c(C)cc(C)cc21	u	18%	-5%
CCc1ccc(Nc2nnc(SC3CCOC3=O)s2)cc1 (stereo not given)	-10%	3%	1%
COc1cc2cc(C(=O)N(C)C3CCS(=O)(=O)C3)[nH]c2cc1OC (stereo not given)	16%	1%	4%
COc1ccc(Cl)cc1NC(=O)CCn1cnc2ccccc2c1=O	-6%	9%	2%
CC1=C/C(=C/N(C)C)C(=O)O1	u	7%	6%
O=C(Nc1ccccc1)c1nnsc1S(=O)(=O)c1ccc(Cl)cc1	2.6µM*	-2%	-1%
O=C(NCc1ccc2c(c1)OCO2)c1c[nH]c2ccc(S(=O)(=O)N3CCOCC3)cc2c1=O	-6%	9%	3%
Cc1ccccc1OCC(=O)Nc1cccc(NC(=O)c2ccco2)c1	u	2%	3%
CCCc1[nH]n(-c2nc3ccccc3s2)c(=O)c1C=NCCN1CCOCC1	1%	-27%	4%
Cc1nn(-c2ccccc2)c2[nH]c(=O)c(CNCc3ccc4c(c3)OCO4)cc12	15µM*	-25%	11%
NNC(=O)c1nnn(-c2nonc2N)c1-c1cccs1	-3%	2%	6%
COc1ccc(C)cc1NC(=O)CN1C(=O)COc2ccc(S(=O)(=O)N3CCOCC3)cc21	u	-10%	4%&5%
CCc1nc(N)c(C#N)c(-c2ccncc2)c1C	6%	-5%	2%
Cc1cccc(NC(=O)CSc2nnc(C)c(=O)n2N)c1C	16%	1%	-2%
CCC(=O)N1CCc2cc(S(=O)(=O)CCC(=O)NCc3ccc(C)cc3)ccc21	u	-1%	1%&-2%
Cn1c(=O)c2[nH]c(-c3cccnc3)nc2n(C)c1=O	0%	10%	0%
Cc1cc(C)c(C#N)c(N2CCN(Cc3ccc4c(c3)OCO4)CC2)n1	u	-8%	5%
COc1ccc(C)cc1N(C)C(=O)Cc1c(C(=O)O)n(C)c2ccccc12	5.2µM*	-17%	x
CCOc1ccc(OCCCC(=O)N(CC)CC(=O)Nc2c(F)cccc2F)cc1	-23%	x	1%
COC(=O)c1c(NC(=O)c2c(OC)cccc2OC)sc2c1CCCC2	u	x	-12%[12.3 µM]
O=C(COc1ccccc1Cl)N1CCN(C(=O)c2ccco2)CC1	-9%	-10%	2%
COc1ccc(OC)c(NC(=O)N2CCCC(CNS(=O)(=O)c3cccs3)C2)c1 (stereo not given)	-12%	2%	0%
CCSc1nc(N2CCOCC2)c2c(c1C#N)CC(C)(C)N(C)C2	u	x	2%
CCCC(=O)NCCc1cc2cc(C)c(C)cc2[nH]c1=O	-13%	25%	4%
O=C(N/N=C/c1ccccn1)c1c[nH]c2ccccc12	-20%	1%	6%
Cc1[nH]c2ccccc2c1C(=O)C(=O)N(C)C1CCCCC1	-14%	1%	3%
CC(C)(C)c1ccc(C(=O)OCC(=O)NC2CC2)cc1	-22%	-6%	11%
CCN(C(=O)COC(=O)CNS(=O)(=O)c1ccccc1)c1ccccc1	1%	2%	8%
COc1ccccc1N1CCN(C(=O)c2c(-c3c(F)cccc3Cl)noc2C)CC1	13µM*	-1%	2%
COc1cccc(-c2cncnc2Nc2ccc(F)cc2)c1	-8%	4%	x
O=c1c2ccccc2nnn1CSc1ccc2ccccc2n1	u	8%	5%
O=C(CC1NC(=S)NC1=O)c1ccc(Cl)cc1 (stereo not given)	-5%	-2%	-1%
C=CCC(COCc1ccccc1)NS(=O)(=O)c1ccccc1Br (stereo not given)	u	-15%&23%	u
Cc1cc(NC(=O)C(C)SCC(=O)N(C)CC(=O)Nc2ccccc2Br)no1 (stereo not given)	-9%	-14%	5%
CCc1cc(=O)oc2c(C)c(O)c(CN3CCCCC3)cc12	-3%	u	5%
O=C(COC(=O)c1cccc(Cl)c1)Nc1cccc(S(=O)(=O)NC2=NCCC2)c1	13%	x	1%
COc1ccc2nc(SCC(=O)N(C)C3CCCCC3)c(C#N)cc2c1	u	9%	-5%
Cc1cc(C(F)F)nn1CC(=O)NCc1ccco1	-22%	6%	1%
CCCC(=O)Nc1cc(OCC)c(NC(=O)NC2CCCCC2)cc1OCC	-4%	0%	2%
Cc1cc2nn(-c3ccc(F)cc3)nc2cc1NC(=O)c1cccc2c(Cl)cccc12	u	x	-5%
COc1cc(-c2nc3ccccc3s2)ccc1O	-10%	28%	0%

# The listing continues.
Molecule	TDP1 cell noCPT	N370S GC mod	TDP1 block
O=C1OC2(c3ccccc3)C3CCCC2C13	-8%	4%	5%
COc1cc(C(=O)C(=O)c2cc(OC)c(O)c(OC)c2)cc(OC)c1O	-4%	-16%	0%
Cn1c(C(C)(O)C(O)c2ccccc2)nc2ccccc21 (stereo not given)	x	17%	2%
O=C(Oc1cccc(C(=S)N2CCOCC2)c1)c1cccc(Cl)c1	-9%	-2%	3%
CCOC(=O)N1CCN(C(=O)c2ccc(CN(c3ccccc3)S(C)(=O)=O)cc2)CC1	-28%	-3%	1%
C[C@@H](C(=O)O)c1ccc(C(=O)c2ccccc2)s1	x	-8%[21.6 µM]	7%[56.1 µM]
CC1=C(C(=O)Nc2cccnc2)C(c2ccc(C)cc2)n2nc(SCc3ccccc3F)nc2N1 (stereo not given)	-11%	x	3%
Cc1cccn2c(=O)c(/C=N/O)c(Nc3ccccc3F)nc12	-21%	6%	u
CCCC(=O)NC(=S)Nc1cccc(C(C)=O)c1	-4%	7%	6%
Cc1cc(C(=O)CSc2nnnn2C)c(C)n1-c1ccc2c(c1)OCCO2	u	-16%	9%
COc1c(/C=N/NS(=O)(=O)c2ccc(C)cc2)c(CCN(C)C(C)=O)cc2c1OCO2	1%	-9%	x
CCOC(=O)C(C#N)C(c1cccnc1)c1c(C)[nH][nH]c1=O (stereo not given)	-5%	8%	11%
CCOC(=O)N1CCN(c2c(-c3ccc(C)c(C)c3)c(=O)c2=O)CC1	-22%	2%	5%
CC(C)C(NC(=O)c1ccc([N+](=O)[O-])cc1Cl)C(=O)N1CCCC1 (stereo not given)	-10%	1%	8%[0.0935 µM]
Cc1ccc(-n2c(=O)c3cc4c(=O)n(-c5ccc(C)c(C)c5)c(=O)c4c(C(=O)c4ccc(C(=O)O)cc4)c3c2=O)cc1C	4%	-2%	6%
CC(=O)N1c2ccc(S(=O)(=O)N3CCCC3C(=O)Nc3cccc(F)c3)cc2CC1C (stereo not given)	u	-18%	x
CCN(CC(=O)Nc1ccc(OC)cc1)C(=O)c1cc(-c2cccs2)nn1-c1ccccc1	16µM*	2%	-5%
COc1ccc(CNC(=O)C(OC(=O)c2ccco2)c2ccc(F)cc2)cc1 (stereo not given)	-12%	-11%	4%
CCN(CC)c1ccc(NC(=O)c2cc(CN3CCCC3)on2)c(C)c1	13µM*	x	8%
CC[C@@H](C)[C@H](CN[C@H](CNC)[C@@H](C)O)NCCc1ccc(OC)cc1	u	4%	x
COC(=O)C1=C(C)NC(=S)NC1c1ccc(-c2cc(Cl)ccc2Cl)o1 (stereo not given)	5.8µM*	2%	x
O=C(COC(=O)Cc1cccs1)NCc1ccc(F)cc1	10%	2%	0%
